Screening data from PubChem.
POLI inh – blocks human DNA polymerase iota activity. Q9UNA4. Pol iota fluorescent replication assay, 10 min. Potency, µM (top dose mostly 115 µM), without a hit: top-dose activity, negative = inhibition, most hits filed as inhibitors. 390,000 tested, 1% active; note: potency is the fitted concentration of half-maximal effect
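Fluorescent replication assay read twice, at 0 min and 10 min after adding 50 nM (final) substrate. Enzyme (10 nM) and compounds were first incubated 15 min at room temperature; enzyme-free buffer wells were negative controls.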
Pol eta inh – DNA polymerase eta (human) inhibition; 390,000 tested, 1.2% active; Q9Y253; AID 588591; Potency, µM (highest dose often 114 µM), without a hit: at the highest dose activity change, negative = inhibition, most hits filed as inhibitors; recombinant Pol eta, fluorescent DNA replication assay; note: potency is the fitted concentration of half-maximal effect; % is set by controls: 0 for no effect and ±100 for the full control effect
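Pol eta at 10 nM preincubated with compounds 15 min at room temperature; reaction started with fluorescent substrate (50 nM final) and read kinetically at 0 and 10 min.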
Pol beta inh – blocks human DNA polymerase beta activity | P06746 | AID 485314 | 340,000 tested, 1.3% active | Pol beta primer extension/strand displacement, fluorescence kinetic | Potency, µM (doses to about 114 µM), for inactives: top-dose activity change, negative = inhibition, hits mostly inhibitors; note: potency is the fitted concentration of half-maximal effect; % is set by controls: 0 for no effect and ±100 for the full control effect
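Pol beta (10 nM) was preincubated with compound for 15 min at room temperature. The reaction was then started with 50 nM substrate and read immediately and after a further 10 min at room temperature.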
BLM inh – inhibitors of human Bloom syndrome helicase BLM; Potency, µM (top dose mostly 56.1 µM), inactives show at the top dose activity change, negative = inhibition, hits mostly inhibitors; AID 2528; recombinant BLM DNA unwinding, fluorescence dequenching; 350,000 tested, 0.2% active;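 note: potency is the fitted concentration of half-maximal effect; plate controls were vehicle for no effect and no enzyme for full effect; nearly all actives have a fitted effect of over 35% in size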
Target sequence (P54132 whole entry, looked up): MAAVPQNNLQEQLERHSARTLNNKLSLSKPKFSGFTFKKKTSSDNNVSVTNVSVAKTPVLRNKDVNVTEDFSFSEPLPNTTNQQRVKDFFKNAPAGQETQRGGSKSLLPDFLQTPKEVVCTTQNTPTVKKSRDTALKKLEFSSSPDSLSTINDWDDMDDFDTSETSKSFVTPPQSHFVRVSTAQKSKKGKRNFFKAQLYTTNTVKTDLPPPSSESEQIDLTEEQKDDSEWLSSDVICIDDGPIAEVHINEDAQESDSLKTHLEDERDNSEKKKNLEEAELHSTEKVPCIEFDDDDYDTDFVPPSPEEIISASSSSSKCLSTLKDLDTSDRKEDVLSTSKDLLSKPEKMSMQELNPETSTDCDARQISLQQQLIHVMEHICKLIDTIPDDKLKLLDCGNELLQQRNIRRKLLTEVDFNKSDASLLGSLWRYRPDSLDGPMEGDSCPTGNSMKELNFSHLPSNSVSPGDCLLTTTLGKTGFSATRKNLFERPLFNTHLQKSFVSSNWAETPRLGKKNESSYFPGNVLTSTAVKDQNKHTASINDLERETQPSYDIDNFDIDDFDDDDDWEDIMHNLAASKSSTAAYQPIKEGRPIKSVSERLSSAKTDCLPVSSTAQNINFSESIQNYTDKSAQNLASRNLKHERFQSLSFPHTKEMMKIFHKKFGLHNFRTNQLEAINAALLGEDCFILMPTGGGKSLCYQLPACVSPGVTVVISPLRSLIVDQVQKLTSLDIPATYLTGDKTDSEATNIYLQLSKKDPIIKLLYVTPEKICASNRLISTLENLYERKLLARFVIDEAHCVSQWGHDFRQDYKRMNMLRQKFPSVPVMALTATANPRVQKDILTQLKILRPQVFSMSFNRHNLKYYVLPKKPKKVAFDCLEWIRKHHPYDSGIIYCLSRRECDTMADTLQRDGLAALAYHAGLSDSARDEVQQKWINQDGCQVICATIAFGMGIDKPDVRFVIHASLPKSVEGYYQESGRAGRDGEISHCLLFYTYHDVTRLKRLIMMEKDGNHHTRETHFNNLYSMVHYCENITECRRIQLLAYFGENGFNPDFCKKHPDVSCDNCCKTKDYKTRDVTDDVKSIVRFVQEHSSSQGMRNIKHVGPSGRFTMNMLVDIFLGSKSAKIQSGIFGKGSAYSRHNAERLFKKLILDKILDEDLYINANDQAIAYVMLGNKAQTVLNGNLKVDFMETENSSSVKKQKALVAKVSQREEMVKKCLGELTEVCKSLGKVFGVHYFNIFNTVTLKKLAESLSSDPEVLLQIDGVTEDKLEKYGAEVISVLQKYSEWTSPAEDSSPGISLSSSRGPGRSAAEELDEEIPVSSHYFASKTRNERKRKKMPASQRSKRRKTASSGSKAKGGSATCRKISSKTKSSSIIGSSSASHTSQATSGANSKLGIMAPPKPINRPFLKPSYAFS
GRP78 ERSR act – inducers of ER stress response in human glioma cells | U87-MG GRP78 promoter luciferase reporter, 16 h | Potency, µM, without a hit: at the highest dose activation, most hits filed as activators | 420,000 tested, 0.02% active | AID 602332; note: potency is the fitted concentration of half-maximal effect; series mostly up to about 76 µM; % of control where 0% means no effect; nearly all actives have a fitted effect of over 35% in size
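ERSR induction read as luciferase luminescence (Bright-Glo, 10 min at room temperature) in stably transfected human U87-MG glioma cells exposed to compounds for 16 h, using GRP78 as sensor.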
POLK inh – blocks human DNA polymerase kappa activity. AID 588579. Potency, µM (top dose mostly 107 µM), for inactives: at the top dose activity, negative = inhibition, hits mostly inhibitors. purified Pol kappa, fluorescent DNA synthesis assay, 10 min. 400,000 tested, 0.53% active. Q9UBT6; note: potency is the fitted concentration of half-maximal effect; % is set by controls: 0 for no effect and ±100 for the full control effect
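Readout: fluorescence, taken kinetically at 0 and 10 min. Conditions: 10 nM Pol kappa, 15 min RT compound preincubation, 50 nM substrate final. Controls: enzyme-free buffer wells.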
LDHA block – LDHA (human) enzyme inhibition | P00338 | purified LDHA, NADH/diaphorase-resazurin fluorescence; active compounds read low | activity change, % (values are at about 110 or 230 µM) | 480,000 tested, 0.15% active | AID 1347041; in the data active = activity change below about -30%; inconclusive = mostly about -25% to -30%;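 note: plate controls were DMSO wells for no effect and wells without enzyme for full effect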
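Enzyme activity of human lactate dehydrogenase 5 (2 nM; 0.06 mM NADH, 0.2 mM pyruvate, 5 min, RT) is measured via a resazurin/diaphorase fluorescence readout of residual NADH.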
APE1 inh – APE1 (human) endonuclease inhibition. P27695. recombinant APE1, TAMRA/BHQ-2 abasic DNA cleavage fluorescence. Potency, µM (titrated, usually from 65.8 µM), for inactives: at the highest dose activity change, negative = inhibition, hits mostly inhibitors. 350,000 tested, 0.35% active;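 note: potency is the fitted concentration of half-maximal effect; plate controls were vehicle for no effect and reference inhibitor for full effect; nearly all actives have a fitted effect of over 55% in size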
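Activity was derived from the fluorescence gain between first and third kinetic reads (60 s intervals, ex 525/em 598 nm) after 50 nM THF-abasic TAMRA/BHQ-2 duplex was added to 0.75 nM APE1 preincubated 15 min with compound.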
Anesthetic bind – candidate novel general anesthetic via apoferritin binding | P02791 | apoferritin/1-aminoanthracene competitive binding, fluorescence | Potency, µM (highest dose often 77.5 µM), inactives show top-dose activity change, negative = displacement, usual class: inhibitors | 350,000 tested, 0.074% active; note: potency is the fitted concentration of half-maximal effect; % is set by controls: 0 for no effect and ±100 for the full control effect; nearly all actives have a fitted effect of over 20% in size
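Horse-spleen apoferritin (10 uM) in 50% saturated 1-aminoanthracene in PBS was incubated 10 min at room temperature with compound. Fluorescence (ex 380, em 535 nm) was normalized to free and bound 1-AMA, with concentration-response fitted by a four-parameter Hill equation.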
* = called active by the depositor; ? = inconclusive; nt = not tested or not shown; [ ] = another dose, or the depositor's remark. Unless noted, calls come from the whole dose curve; as a rule, active = well fitted curve in the direction sought with a large enough effect; inconclusive = small, poorly fitted or top-dose-only effect, or another doubt; inactive = no such curve, though single readings can be large; an effect the other way counts as inactive or inconclusive.

Sequence of screens – POLI inh	Pol eta inh	Pol beta inh	BLM inh	GRP78 ERSR act	POLK inh	LDHA block	APE1 inh	Anesthetic bind
- CC1CCN(C(=O)c2[nH]cnc2C(=O)N[C@@H](C)C(=O)OC(C)(C)C)CC1
    -6%	-5%	-2%	-3%	-5%	-6%	-3	-3%	5%
- COc1ccccc1NC(=O)C(Sc1ccccc1)c1ccccc1 (centres undefined)
    -20%	-20%	28%	-9%	-7%	-2%	5	0%	10%
- Cc1cc(O)c(C(c2ccccc2)N2CCN(c3ccc(F)cc3)CC2)c(=O)n1Cc1ccco1 (centres undefined)
    17%	-22%	-1%	-2%	0%	-4%[60.1 µM]	-5	nt	2%
- Cc1cc([N+](=O)[O-])ccc1Nc1nc2ccccc2n2cnnc12
    5%	?	2%	-8%	-1%	-1%	-1	28%	5%
- O=S(=O)(c1ccccc1)c1ccc(C(F)(F)F)cn1
    53%[activator]	-18%	-23%	0%	-4%	-18%	-3	-7%	-11%
- Cc1cc2c(nn1)CCc1nonc1-2
    33%	-15%	-7%	-1%	-3%	-9%	1	-2%	-8%
- Nc1c(C(=O)OCC2CCCO2)c2nc3ccccc3nc2n1C1CCCC1 (centres undefined)
    8%	-16%	?	-4%	-5%	-20%	0	?	8%
- COc1ccccc1NC(=O)N(CCN1CCCC1)Cc1cc2cc(C)ccc2[nH]c1=O
    16%[58.9 µM]	-16%	nt	nt	-6%	-3%	-1	nt	nt
- COc1ccc(/C=N/NC(=O)c2ccncc2)cc1CN1CCN(c2ccc(F)cc2)CC1
    81%[activator]	-5%	?	2%	-7%	0%	-1	1%	-8%
- O=C(CSc1nnc(-c2ccco2)o1)NC(=O)C1COc2ccccc2O1 (centres undefined)
    -2%	6%	-2%	-9%	4%	-27%	0	?	-18%
- Cc1ccc(C)c(NC(=O)C(C)N2C(=O)c3ccccc3C2=O)c1 (centres undefined)
    57%[activator]	-13%	21%	1%	-2%	-6%	-3	3%	-3%
- Cc1ccc(CN2CCc3nc(N4CCN(c5ncccn5)CC4)ncc3C2)cc1
    -27%	-9%	11%	7%	-3%	-14%[60.1 µM]	2	nt	43%[activator]
- COc1cccc(OCCSc2nc3ccccc3c(=O)[nH]2)c1
    76%[activator]	1%	3%	-5%	-2%	0%	-13	6%	-1%
- COc1ccc(-c2nc3nc(C)cc(C)n3c2Nc2c(C)cccc2C)cc1
    -7%	-20%	?	1%	-3%	-3%	2	nt	275%[activator]
- COC(=O)c1c(NC(=O)c2ccc(S(=O)(=O)N3CCCC(C)C3)cc2)sc2c1CCN(C(C)C)C2 (centres undefined)
    16%	1%	6%	0%	-5%	-13%[60.1 µM]	-2	nt	176%[activator]
- COc1ccc(OC)c(C(C)NC(=O)C(C)n2cc([N+](=O)[O-])cn2)c1 (centres undefined)
    23%	-15%	nt	nt	-3%	-18%	-6	-9%	nt
- O=C(COC(=O)/C=C/c1ccccc1Cl)NC(=O)NC1CCCC1
    2%	-10%	nt	nt	-5%	-17%	-5	-11%	nt
- CCOC(=O)C1(CCCc2ccccc2)CCN(CC(O)CO)CC1 (centres undefined)
    56%[activator]	-18%	2%	2%	-1%	10%	1	1%	-6%
- CSc1cc(N2CCOCC2)nc(-c2ccccc2Cl)n1
    276%[activator]	-16%	22%	-3%	-1%	-10%	-3	1%	1%
- COc1ccccc1CNC(=O)CSc1nc(C)cs1
    0%	-9%	?	0%	1%	13%	0	0%	-2%
- COc1ccc(Cl)cc1NC(=O)Cn1cc2c(n1)CCC(C)C2 (centres undefined)
    -1%	-9%	3%	-1%	-3%	-10%	-7	nt	-9%
- CCOC(=O)c1c(NC(=O)C(Sc2ccccc2)c2ccccc2)sc(C(=O)N(C)C)c1C (centres undefined)
    6%	-14%	15%	-11%	-4%	-8%	2	-8%	-13%
- O=C(Nc1nnc(-c2ccc(Br)cc2)o1)c1cccc(N2C(=O)CCC2=O)c1
    22%	-17%	nt	nt	6%	-9%	2	3%	nt
- CCN(CC)c1ccc(C(=C2C=CC(=[N+](CC)Cc3cccc(S(=O)(=O)[O-])c3)C=C2)c2ccc(N(CC)Cc3cccc(S(=O)(=O)O)c3)cc2)cc1
    nt	nt	nt	25µM*	-2%	4.2µM*	nt	?	?
- CN(C)C(CNC(=S)Nc1ccc(Cl)cc1)c1cccnc1 (centres undefined)
    7%	-1%	-22%	1%	-5%	2%	-11	7%	-3%
- O=C(NCCN1CCOCC1)C1CCC(CNS(=O)(=O)c2ccccc2)CC1 (centres undefined)
    25%	-4%	7%	-5%	-3%	8%	0	4%	0%
- CC(Sc1ccccc1)C(=O)NCC1COc2ccccc2O1 (centres undefined)
    23%	-17%	nt	nt	0%	-3%	1	32%	nt
- O=C1c2ccccc2NC(c2cc(Br)c3c(c2)OCO3)N1Cc1ccco1 (centres undefined)
    -11%	nt	nt	nt	-4%	-7%	2	nt	nt
- CC(=O)Nc1cccc(-c2cn3ccc(C)cc3n2)c1
    24%	-23%	23%	5%	-3%	-6%	-1	14%	-7%
- O=C(NC1CCCC1)C(NS(=O)(=O)c1ccc(Br)s1)c1ccccc1 (centres undefined)
    7%	-16%	15%	2%	-3%	-7%	-10	-2%	6%
- COC(=O)C1=C(C)Nc2c(c(=O)n(C)c(=O)n2C)C1c1cccs1 (centres undefined)
    -6%	-8%	1%	0%	3%	1%	-2	2%	-12%
- COc1ccc(NS(=O)(=O)c2ccc3[nH]c4c(c3c2)CCCC4)cc1Cl
    4%	-25%	-25%	-9%	-8%	-9%	4	nt	?
- CN(C)N=Nc1nc2c(c(=O)n(C)c(=O)n2C)n1CC1CO1 (centres undefined)
    146%[activator]	-2%	-21%	-3%	-6%	-17%	-3	8%	4%
- CCOC(=O)c1[nH]c2ccc(OC)cc2c1NC(=S)N1CCN(C(=O)OCC)CC1
    -6%	1%	22%	2%	-3%	-9%	-4	-1%	-3%
- Cc1ccc(C)c(S(=O)(=O)N2CCCCC2CCNC(=O)C(=O)NCCc2ccco2)c1 (centres undefined)
    29%	-20%	nt	nt	-2%	-9%	-7	12%	nt
- O=C(CSc1ccc2nnc(-c3cccnc3)n2n1)Nc1ccccc1C(F)(F)F
    31%[activator]	-10%	-1%	1%	-4%	-9%	-2	8%	-6%
- O=C(NCc1ccncc1)C1CCN(S(=O)(=O)c2ccc(F)cc2)CC1
    55%[activator]	-9%	20%	-9%	-3%	6%	-5	0%	3%
- C=CCn1c(C)cc(C(=O)COC(=O)CNC(=O)c2ccccc2)c1C
    19%	-20%	20%	0%	-6%	-5%	-2	-10%	?
- CCCNC(=O)C1CCN(S(=O)(=O)c2ccc3c(c2)OCCO3)CC1
    23%	-16%	nt	nt	-5%	-15%	-6	25%	nt
- O=c1[nH]c(C2CCN(S(=O)(=O)c3ccc([N+](=O)[O-])cc3)CC2)nc2c1nnn2Cc1ccccc1
    16%	-18%	?	-8%	-3%	1%	-9	-2%	1%
- CC1(C)CC(=O)C2=C(C1)N=C1SCCC(=O)N1C2c1ccccc1 (centres undefined)
    -17%	-11%	17%	0%	-3%	2%	-9	-2%	-13%
- COc1ccc(CN(CC2CCC(C(=O)O)CC2)C(=S)Nc2ccc(C)c(Cl)c2)cc1 (centres undefined)
    -9%	-11%	-27%	-3%	-3%	-2%	-13	-8%	-10%
- O=C(COC(=O)c1cccs1)Nc1ccc(F)c(F)c1
    32%[activator]	-24%	nt	nt	-4%	-4%	0	16%	nt
- O=C(Cn1nnc(-c2cc(Cl)ccc2-n2cnnn2)n1)N1CCCc2ccccc21
    -2%	-6%	-4%	-11%	4%	-17%	3	2%	-16%
- COc1ccc(S(=O)(=O)NC2CC2)cc1Br
    -17%	-6%	-11%	-2%	3%	12%	1	-3%	3%
- O=C(CSc1nc2ccccc2c(=O)n1CCCN1CCOCC1)NC12CC3CC(CC(C3)C1)C2
    30%[activator]	-22%	4%	-1%	-5%	0%	1	19%	-21%
- Cc1ccc2c(c1)N(C(=O)N1CCC(C(=O)NCCc3ccccc3)CC1)CC(C)O2 (centres undefined)
    6%	1%	-19%	1%	-4%	-14%	-15	nt	-4%
- CCn1cc(C(=O)NC(C)C23CC4CC(CC(C4)C2)C3)cn1 (centres undefined)
    2%	-9%	36%	3%	-5%	-15%	3	17%	-22%
- COc1ccc(NC(=O)c2cc3nc(-c4ccccc4)cc(-c4ccccc4)n3n2)c(OC)c1
    0%	-13%	31%	1%	-2%	7%	-2	2%	-10%
- COC(=O)[C@]1(Cc2ccccc2)N[C@H](CN(C)C(=O)NC(C)C)[C@@H]2C(=O)N(Cc3ccccc3)C(=O)[C@@H]21
    -10%	-8%	nt	nt	-3%	-7%	-4	-6%	nt
- Cc1ccc(N=Cc2cc(Cc3ccccc3Cl)cc([N+](=O)[O-])c2O)c(O)c1
    ?	50µM*	16µM*	16µM*	3%	-81%	8	-10%	?
- O=C(OCc1nnc(-c2ccccc2)o1)c1ccc(-n2cnnn2)cc1
    ?	4%	nt	nt	-1%	-16%	-2	-5%	nt
- CN(C)C(=O)c1nc2ccc(Cl)cn2c1CN1CCCC(OCc2ccccc2)C1 (centres undefined)
    48%[activator]	-21%	1%	-1%	-3%	-2%	-3	6%	-10%
- CCN(C(=O)CSc1nnc(Nc2cccc(C)c2C)s1)C1CCS(=O)(=O)C1 (centres undefined)
    0%	-13%	19%	4%	-2%	-11%	-5	2%	6%

Quoted from the listing for reference:
Sequence of screens – POLI inh	Pol eta inh	Pol beta inh	BLM inh	GRP78 ERSR act	POLK inh	LDHA block	APE1 inh	Anesthetic bind
- COC(=O)C1=C(C)Nc2c(c(=O)n(C)c(=O)n2C)C1c1cccs1 (centres undefined)
    -6%	-8%	1%	0%	3%	1%	-2	2%	-12%
- COc1ccc(NS(=O)(=O)c2ccc3[nH]c4c(c3c2)CCCC4)cc1Cl
    4%	-25%	-25%	-9%	-8%	-9%	4	nt	?
- CN(C)N=Nc1nc2c(c(=O)n(C)c(=O)n2C)n1CC1CO1 (centres undefined)
    146%[activator]	-2%	-21%	-3%	-6%	-17%	-3	8%	4%

The list is partial; rates above refer to the full screens.
